Compound activity deposited in PubChem BioAssay by National Center for Advancing Translational Sciences (NCATS).
TDP1 cell CPT: DT40-hTDP1 cell growth loss with CPT; Potency, µM (top dose mostly 46.2 µM), for inactives: at the highest dose activity change, negative = growth inhibition, most hits filed as inhibitors; AID 686979; chicken DT40 Tdp1-/-;hTDP1 cells + 20 nM CPT, ATP luminescence, 48 h; 420,000 compounds, 12% hits; also: nearly all actives have a fitted effect of over 55% in size
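Chicken DT40 Tdp1-/- cells stably complemented with human TDP1 were seeded at 400 cells/well in medium containing 20 nM camptothecin, exposed to pin-transferred compounds, and grown at 37 °C for at least 48 hr. Viability was read as ATP luminescence.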
TDP1 cell noCPT: qHTS for Inhibitors of human tyrosyl-DNA phosphodiesterase 1 (TDP1): qHTS in cells in absence of CPT; 420,000 compounds, 15% hits; Potency, µM (titrated, usually from 46.2 µM), inactives show at the highest dose activity change, negative = growth inhibition, most hits filed as inhibitors; DT40 Tdp1-/- hTDP1 cells, no CPT, ATP luminescence, 48 h; AID 686978, 2013; also: nearly all actives have a fitted effect of over 55% in size
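Growth kinetics read by CellTiter-Glo luminescence after ≥48 hr at 37 °C. Cells: DT40 Tdp1-/- stably carrying human TDP1, 400 per well, compound exposure in the absence of CPT (DMSO vehicle).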
GCN5L2 inh: GCN5L2 (KAT2A) acetyltransferase inhibition. Q92830. GCN5L2 HAT assay, ThioGlo1 CoA-SH fluorescence. Potency, µM (highest dose often 58.9 µM), without a hit: at the highest dose activity change, negative = inhibition, most hits filed as inhibitors. 390,000 compounds, 0.21% hits. AID 504327
Target sequence (Q92830 whole entry, looked up): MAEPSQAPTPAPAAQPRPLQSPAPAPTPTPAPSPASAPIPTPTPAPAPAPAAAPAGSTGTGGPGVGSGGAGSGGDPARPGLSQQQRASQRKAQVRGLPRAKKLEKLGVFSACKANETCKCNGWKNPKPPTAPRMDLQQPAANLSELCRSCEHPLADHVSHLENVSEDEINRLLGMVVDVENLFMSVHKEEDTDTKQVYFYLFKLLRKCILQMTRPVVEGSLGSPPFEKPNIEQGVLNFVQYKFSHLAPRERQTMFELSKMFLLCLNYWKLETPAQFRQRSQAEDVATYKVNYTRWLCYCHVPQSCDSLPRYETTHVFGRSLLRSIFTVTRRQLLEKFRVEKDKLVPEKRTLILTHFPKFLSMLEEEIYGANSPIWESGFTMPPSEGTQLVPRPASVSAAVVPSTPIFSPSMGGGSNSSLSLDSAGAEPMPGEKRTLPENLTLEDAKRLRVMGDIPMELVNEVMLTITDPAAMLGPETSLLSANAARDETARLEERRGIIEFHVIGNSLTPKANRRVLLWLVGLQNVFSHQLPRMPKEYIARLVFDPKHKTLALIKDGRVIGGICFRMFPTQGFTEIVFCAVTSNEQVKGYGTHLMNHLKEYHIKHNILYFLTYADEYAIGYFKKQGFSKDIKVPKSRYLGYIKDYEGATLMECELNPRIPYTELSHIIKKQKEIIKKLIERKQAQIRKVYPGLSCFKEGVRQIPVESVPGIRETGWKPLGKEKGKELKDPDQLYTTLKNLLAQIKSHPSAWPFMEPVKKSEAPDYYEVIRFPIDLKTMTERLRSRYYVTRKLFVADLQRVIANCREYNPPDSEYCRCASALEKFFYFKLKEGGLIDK
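Compounds, pin-transferred from DMSO stocks, meet 20nM GCN5L2 for 15 min before the reaction begins with H3(1-25) peptide (75uM) and acetyl-CoA (70uM). Thiol-reactive ThioGlo1 reports CoA release over 20 min at room temperature.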
Active calls of the source: *; & = joins results of further samples. Calls follow the shape of the dose curve; as a rule, active = well fitted curve in the direction sought with a large enough effect; inconclusive = small, poorly fitted or top-dose-only effect, or another doubt; inactive = no such curve, though single readings can be large; an effect the other way counts as inactive or inconclusive. % is scaled to controls: 0 for no effect and ±100 for the full control effect; potency is read from the fitted curve at half-maximal effect.

Cc1ccc(NC(=O)CCS(=O)(=O)c2ccc(Br)s2)cc1 was read as TDP1 cell CPT -21%, TDP1 cell noCPT inconclusive and GCN5L2 inh -8%.
For CC(C)N(Cc1nc(-c2ccccc2)no1)C(=O)CN(C)S(=O)(=O)c1ccccc1 the results were TDP1 cell CPT -25%, TDP1 cell noCPT -21% and GCN5L2 inh -12%.
COc1ccc(S(=O)(=O)CC2(O)CCN(C(=O)CC(C)C)CC2)cc1 was read as TDP1 cell CPT 3%, TDP1 cell noCPT 7% and GCN5L2 inh -1%.
C/C(CC(C)(C)C1CCCCC1)=N\NC(N)=S was read as TDP1 cell CPT 4.1µM*, TDP1 cell noCPT 3.3µM* and GCN5L2 inh 0%.
CC(OC(=O)c1ccc(Br)o1)C(=O)Nc1ccc2c(c1)OCCO2 (stereo unspecified) was read as TDP1 cell CPT inconclusive, TDP1 cell noCPT inconclusive and GCN5L2 inh 3%.
For CC1=C(C(=O)OCc2ccc3nsnc3c2)N2C(=O)[C@@H](NC(=O)OCc3ccc4nsnc4c3)[C@H]2SC1 the results were TDP1 cell CPT inconclusive and TDP1 cell noCPT inconclusive.
Screening Cn1c(O)c(C(C#N)=C2N=c3ccccc3=N2)c2ccccc21 returned TDP1 cell CPT 8.2µM*, TDP1 cell noCPT 12µM* and GCN5L2 inh -17%.
Screening CC(=O)C1=C(O)C(=O)N(c2ccc(S(N)(=O)=O)cc2)C1c1ccc([N+](=O)[O-])cc1 (stereo unspecified) returned TDP1 cell CPT 4%, TDP1 cell noCPT -6% and GCN5L2 inh -10%.
Screening CCOC(=O)c1c(NC(C)=O)c2c3c(sc2n1Cc1ccc(Cl)cc1)CCCC3 returned TDP1 cell CPT inconclusive, TDP1 cell noCPT 15µM* and GCN5L2 inh -8%.
For O=C(NNC(=S)NCc1ccco1)c1ccccc1Br the results were TDP1 cell CPT inconclusive, TDP1 cell noCPT inconclusive and GCN5L2 inh -6%.
O=C(NC1CCCC1)c1ccccc1-c1ccccc1 was read as TDP1 cell CPT 20%, TDP1 cell noCPT -10% and GCN5L2 inh -4%.
Cc1n[nH]c2ccc(Br)cc2c1=O was read as TDP1 cell CPT inconclusive and TDP1 cell noCPT inconclusive.
COc1ccc(CNC(=O)CN(c2ccccc2)S(=O)(=O)c2ccccc2[N+](=O)[O-])cc1 was read as TDP1 cell CPT 2%, TDP1 cell noCPT inconclusive and GCN5L2 inh -1%.
Screening CC1(C)OC(=O)C(=CNc2ccccn2)C(=O)O1 returned TDP1 cell CPT 2%, TDP1 cell noCPT -4% and GCN5L2 inh -3%.
CCC(C)NCCC(=O)Nc1ccc(Cl)c(S(=O)(=O)Nc2ccc(Cl)cc2)c1 (stereo unspecified) was read as TDP1 cell CPT inconclusive, TDP1 cell noCPT inconclusive and GCN5L2 inh -6%.

Some of these compounds in order of number of heavy atoms, lowest first.
CCC(C)NCCC(=O)Nc1ccc(Cl)c(S(=O)(=O)Nc2ccc(Cl)cc2)c1 (stereo unspecified) was read as TDP1 cell CPT inconclusive, TDP1 cell noCPT inconclusive and GCN5L2 inh -6%.
Screening CC(=O)C1=C(O)C(=O)N(c2ccc(S(N)(=O)=O)cc2)C1c1ccc([N+](=O)[O-])cc1 (stereo unspecified) returned TDP1 cell CPT 4%, TDP1 cell noCPT -6% and GCN5L2 inh -10%.
For CC1=C(C(=O)OCc2ccc3nsnc3c2)N2C(=O)[C@@H](NC(=O)OCc3ccc4nsnc4c3)[C@H]2SC1 the results were TDP1 cell CPT inconclusive and TDP1 cell noCPT inconclusive.

(further entries)
Screening CN(CC(=O)O)S(=O)(=O)c1ccc2c(c1)n(C)c(=O)c(=O)n2C returned TDP1 cell CPT 6%, TDP1 cell noCPT -5% and GCN5L2 inh -13%.
Screening O=C1C(c2ccccc2)NC(=S)N1C1CCCCC1 (stereo unspecified) returned TDP1 cell CPT inconclusive, TDP1 cell noCPT inconclusive and GCN5L2 inh -6%.
For COC(=O)C(/C=N/O)NC(=O)c1ccccc1 (stereo unspecified) the results were TDP1 cell CPT -12%, TDP1 cell noCPT -12% and GCN5L2 inh -7%.
CCOc1ccc(NC(=O)CSc2ncc(-c3ccc(F)cc3)n2Cc2ccco2)cc1 was read as TDP1 cell CPT inconclusive, TDP1 cell noCPT inconclusive and GCN5L2 inh -5%.
`CCOc1cc(N2CCOCC2)c(OCC)cc1NC(=O)COC(=O)CCn1c(C)csc1=O` gave TDP1 cell CPT 8%, TDP1 cell noCPT -18% and GCN5L2 inh 2%.
`CN(C)S(=O)(=O)c1ccc(N2CCCC2)c(C(=O)NCc2ccccc2)c1` gave TDP1 cell CPT -15%, TDP1 cell noCPT -11% and GCN5L2 inh 1%.
Screening C[C@@H]1CN([C@@H](C)CO)C(=O)c2cccc(NC(=O)C3CCCCC3)c2O[C@@H]1CN(C)Cc1ccc(Cl)c(Cl)c1 returned TDP1 cell CPT 10µM*, TDP1 cell noCPT 21µM* and GCN5L2 inh -10%.
`CCCCCCCCN1C(=O)[C@H](CC(=O)NCc2cccs2)C[C@@]2(C(=O)OC)CCCCC=C12` gave TDP1 cell CPT 16µM* and TDP1 cell noCPT 15µM*.
For COc1ccc(S(=O)(=O)N2CCOC2CNC(=O)C(=O)NCCc2c[nH]c3ccccc23)cc1C (stereo unspecified) the results were TDP1 cell CPT 23µM*, TDP1 cell noCPT 23µM* and GCN5L2 inh -6%.
For Cc1cccc(NC(=O)CSc2nc(=O)n(Cc3cccnc3)c3c2CCC3)c1 the results were TDP1 cell CPT -29%, TDP1 cell noCPT -30% and GCN5L2 inh -12%.
For CC1CCCCC12NC(=O)N(CC(=O)NCCc1c[nH]c3ccccc13)C2=O (stereo unspecified) the results were TDP1 cell CPT -11%, TDP1 cell noCPT -12% and GCN5L2 inh 0%.
`C/C(=N\NC(=O)c1cccc(Br)c1)c1cccnc1` gave TDP1 cell CPT -11%, TDP1 cell noCPT 2% and GCN5L2 inh 6%.
`O=C(NC1CCCCC1)C(c1ccc(C(F)(F)F)cc1)n1c(=O)c(-c2ccco2)nc2ccccc21` (stereo unspecified) gave TDP1 cell CPT 1.6µM* and TDP1 cell noCPT inconclusive.
`O=C(NCc1cccc(F)c1)c1ccc(CS(=O)c2ccccc2Cl)o1` (stereo unspecified) gave TDP1 cell CPT 16µM*, TDP1 cell noCPT 23µM* and GCN5L2 inh -7%.
CCOC(=O)C1=C(C)NC2=C(C(=O)c3ccccc32)C1c1ccc([N+](=O)[O-])o1 (stereo unspecified) was read as TDP1 cell CPT 23µM*, TDP1 cell noCPT 16µM* and GCN5L2 inh -18%.
Screening Cc1ccc(NC(=O)C2CCN(S(=O)(=O)c3cccs3)CC2)cc1 returned TDP1 cell CPT inconclusive, TDP1 cell noCPT inconclusive and GCN5L2 inh -9%&-7%.
For CN(C(=O)COC(=O)c1ccc(Cl)c(S(=O)(=O)N2CCCCCC2)c1)C1CCS(=O)(=O)C1 (stereo unspecified) the results were TDP1 cell CPT -1%, TDP1 cell noCPT 2% and GCN5L2 inh -1%.
`CCn1c(SCC(=O)c2ccccc2)nnc1-c1cccnc1` gave TDP1 cell CPT 8%, TDP1 cell noCPT 11% and GCN5L2 inh -4%.
Screening CCOC(=O)c1c(C)[nH]c(C)c1S(=O)(=O)N1CCCC(C(=O)Nc2cc(C)ccc2C)C1 (stereo unspecified) returned TDP1 cell CPT -21%, TDP1 cell noCPT -13% and GCN5L2 inh -16%.
Cc1ccc(Nc2sc(C(=O)c3ccccc3)c(N)c2C(=O)NC(C)C)cc1 was read as TDP1 cell CPT inconclusive, TDP1 cell noCPT inconclusive and GCN5L2 inh 0%.
`CCOC(=O)/C=C/C(=O)Nc1ccc(S(=O)(=O)Nc2cc(C)on2)cc1` gave TDP1 cell CPT 17%, TDP1 cell noCPT 1% and GCN5L2 inh -8%.
For CSc1ncc(C(=O)NCc2ccccc2)c(-c2ccccc2)n1 the results were TDP1 cell CPT -8%, TDP1 cell noCPT -12% and GCN5L2 inh -2%.
Screening COC(=O)c1nnn(-c2nonc2N)c1CSCCO returned TDP1 cell CPT 1%, TDP1 cell noCPT -2% and GCN5L2 inh -7%.
For CCOC(=O)N1CCN(S(=O)(=O)c2ccc(C(=O)N(CCCN(C)C)c3nc4ccc(OC)cc4s3)cc2)CC1 the results were TDP1 cell CPT inconclusive, TDP1 cell noCPT inconclusive and GCN5L2 inh -4%.
CCOC(=O)CSc1nnc(-c2ccc(S(=O)(=O)N3CCOCC3)cc2)n1-c1ccccc1 was read as TDP1 cell CPT -5%, TDP1 cell noCPT -10% and GCN5L2 inh -1%.
CC1(OC(=O)C2CCCC2)C(=O)C=C2C=C3CCCCN3C=C2C1=O (stereo unspecified) was read as TDP1 cell CPT -26%, TDP1 cell noCPT -29% and GCN5L2 inh -23%.
`CCCCN(CCCNC(=O)c1cc(Nc2ccc(OC)c(OC)c2)nc2ccccc12)Cc1ccccc1` gave TDP1 cell CPT 16µM*, TDP1 cell noCPT 21µM* and GCN5L2 inh -9%.
N#CCC(=O)Nc1ccc(C(=O)OCC(=O)Nc2cccc3ccccc23)cc1 was read as TDP1 cell CPT -24% and TDP1 cell noCPT 9%.
CN(CCO)c1cnccn1 was read as TDP1 cell CPT 7%, TDP1 cell noCPT 16% and GCN5L2 inh 0%.
`CN(C)c1ccc(NC(=O)CN2C(=O)CC(c3ccccc3)=Nc3ccccc32)cc1` gave TDP1 cell CPT 2%, TDP1 cell noCPT -21% and GCN5L2 inh 0%.
CCN1/C(=C/C=C/c2oc3ccc4ccccc4c3[n+]2CC)Oc2ccc3ccccc3c21 was read as TDP1 cell CPT 0.65µM*, TDP1 cell noCPT 0.18µM* and GCN5L2 inh 1%.
For C[C@@H](NC(=O)c1nc[nH]c1C(=O)N[C@@H](CCCCNC(=O)OC(C)(C)C)C(=O)OC(C)(C)C)c1ccccc1 the results were TDP1 cell CPT inconclusive, TDP1 cell noCPT -94% and GCN5L2 inh -16%.
CCCCn1c(CNC(=O)c2ccc(OC)cc2)nnc1SCC(=O)Nc1ccc(OC)cc1 was read as TDP1 cell CPT -5%, TDP1 cell noCPT 2% and GCN5L2 inh -7%.
Screening CC1(c2ccc(F)cc2)OC(=O)c2c1ccc1ccccc21 (stereo unspecified) returned TDP1 cell CPT inconclusive and TDP1 cell noCPT 18µM*.
Screening c1ccc(COc2ccc(CNCc3cccs3)cc2)cc1 returned TDP1 cell CPT inconclusive, TDP1 cell noCPT 13µM* and GCN5L2 inh -7%.
`CN(CP(=O)(O)CN(C)S(C)(=O)=O)S(C)(=O)=O` gave TDP1 cell CPT 0%, TDP1 cell noCPT -8% and GCN5L2 inh -9%.
ClCc1cc2ccccc2nc1Cl was read as TDP1 cell CPT 10µM*, TDP1 cell noCPT 8.2µM* and GCN5L2 inh -2%.
Cc1cccc(C(=O)Oc2ccc(/C=N/NC(=O)c3ccccc3O)cc2)c1 was read as TDP1 cell CPT -5%, TDP1 cell noCPT inconclusive and GCN5L2 inh -6%.
For CCN(CC)c1ccc(S(=O)(=O)N2CCOCC2)cc1NC(=O)Nc1ccccc1 the results were TDP1 cell CPT inconclusive, TDP1 cell noCPT 21µM* and GCN5L2 inh -18%.
`COC(=O)CC(c1ccc(OC)c(OC)c1)c1ccc(OC)c(OC)c1` gave TDP1 cell CPT -4%, TDP1 cell noCPT -17% and GCN5L2 inh -6%.

Filtered by structure: the entries above with two or more sulfur atoms (seven)
Cc1ccc(NC(=O)CCS(=O)(=O)c2ccc(Br)s2)cc1 was read as TDP1 cell CPT -21%, TDP1 cell noCPT inconclusive and GCN5L2 inh -8%.
For CC1=C(C(=O)OCc2ccc3nsnc3c2)N2C(=O)[C@@H](NC(=O)OCc3ccc4nsnc4c3)[C@H]2SC1 the results were TDP1 cell CPT inconclusive and TDP1 cell noCPT inconclusive.
Screening Cc1ccc(NC(=O)C2CCN(S(=O)(=O)c3cccs3)CC2)cc1 returned TDP1 cell CPT inconclusive, TDP1 cell noCPT inconclusive and GCN5L2 inh -9%&-7%.
For CN(C(=O)COC(=O)c1ccc(Cl)c(S(=O)(=O)N2CCCCCC2)c1)C1CCS(=O)(=O)C1 (stereo unspecified) the results were TDP1 cell CPT -1%, TDP1 cell noCPT 2% and GCN5L2 inh -1%.
For CCOC(=O)N1CCN(S(=O)(=O)c2ccc(C(=O)N(CCCN(C)C)c3nc4ccc(OC)cc4s3)cc2)CC1 the results were TDP1 cell CPT inconclusive, TDP1 cell noCPT inconclusive and GCN5L2 inh -4%.
CCOC(=O)CSc1nnc(-c2ccc(S(=O)(=O)N3CCOCC3)cc2)n1-c1ccccc1 was read as TDP1 cell CPT -5%, TDP1 cell noCPT -10% and GCN5L2 inh -1%.
`CN(CP(=O)(O)CN(C)S(C)(=O)=O)S(C)(=O)=O` gave TDP1 cell CPT 0%, TDP1 cell noCPT -8% and GCN5L2 inh -9%.
